High-throughput results deposited in PubChem by National Center for Advancing Translational Sciences (NCATS).
Nrf2 inh – inhibitors of Nrf2 signaling; A549 ARE-Fluc reporter, luciferase luminescence, 18-24 h; Potency, µM (titrated, usually from 46 µM), for the others: top-dose activity change, negative = inhibition, hits mostly inhibitors; hit rate 2.1% among 360,000; AID 504444; note: potency is the fitted concentration of half-maximal effect; % is set by controls: 0 for no effect and ±100 for the full control effect; nearly all actives have a fitted effect of over 60% in size
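Two sequential reads on A549 ARE_Fluc cells exposed to compound for 18-24 h: a CellTiter-Fluor fluorescence read for viability, then a luciferase luminescence read for Nrf2/ARE activity.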
TGFb inhibitor – inhibitors of TGF-b signaling; HepG2 CAGA-GFP TGF-b/SMAD3 reporter, GFP fluorescence, 18 h; TGF-beta stimulated, 500 pg/mL final; Potency, µM (highest dose often 46.1 µM), without a hit: at the highest dose activity, negative = inhibition, most hits filed as inhibitors; hit rate 1.2% among 410,000; note: potency is the fitted concentration of half-maximal effect; % is set by controls: 0 for no effect and ±100 for the full control effect; nearly all actives have a fitted effect of over 65% in size
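Inhibition of TGF-beta-driven CAGA-GFP reporter expression in HEPG2 cells is measured by cellular GFP fluorescence after 18 h stimulation with 500 pg/mL recombinant TGF-beta in 1% FBS medium at 37 degrees C.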
Nrf2 ARE act – activators of Nrf2 (ARE) signaling. AREc32 ARE-luciferase reporter (MCF7-derived line), luminescence, 24 h. Potency, µM (top dose mostly 46.1 µM), for the others: at the top dose activation, most hits filed as activators. hit rate 0.31% among 410,000. AID 624171; note: potency is the fitted concentration of half-maximal effect; % of control where 0% means no effect; nearly all actives have a fitted effect of over 65% in size
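ARE activation measured as luciferase luminescence (Steady-Glo, 30 min RT) in AREc32_Fluc cells after 24 hr compound exposure at 37 deg C, 5% CO2; cells seeded overnight at 1000/well in OPTI-MEM, 5% FBS.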
Abeta rescue – compounds reversing amyloid beta toxicity in yeast. yeast expressing A-beta42, growth rescue, OD600, 48 h; response scale: 0% DMSO, 100% iron-clioquinol control. Potency, µM (doses to about 46.1 µM), for the others: at the highest dose growth rescue, usual class: activators. hit rate 0.063% among 410,000; note: potency is the fitted concentration of half-maximal effect; nearly all actives have a fitted effect of over 55% in size
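Yeast growth medium received pinned compounds, then yeast cells expressing toxic A-beta were added; plates incubated at 30 C for 48 hr. Growth read as absorbance at 600 nm, normalized to DMSO and equimolar FeCl3 plus clioquinol controls.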
pAkt inh – blocks phosphorylation of Akt. Neuro2A IGF-stimulated pAkt S473 HTRF, 20 min; hits give low values. activity change, % for hits at 50 µM. hit rate 0.32% among 360,000. AID 651550; in the data active = activity change below about -80%; inconclusive = mostly about -51% to -80%; note: % is set by controls: 0 for no effect and ±100 for the full control effect
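Neuro2A cells in DMEM with 0.5% FBS, overnight at 37 deg C, given compound at single 50 µM final, then IGF (6 nM final) for 20 min at 37 deg C. Lysed; phospho-Akt Ser473 by HTRF after 24 h, 665/615 ratio.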
A549 tox – kills or reduces viability of A549 cells in Nrf2 counter-screen | hit rate 0.16% among 390,000 | Potency, µM (top dose mostly 46 µM), for inactives: at the top dose activity change, negative = cytotoxicity, hits mostly inhibitors | A549 ARE-Fluc cells, CellTiter-Fluor viability, 18-24 h; note: potency is the fitted concentration of half-maximal effect; % is set by controls: 0 for no effect and ±100 for the full control effect
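A549 ARE_Fluc cells in 5% FBS OPTI-MEM were exposed to compounds in concentration-response for 18-24 h at 37 deg C. Viability was read by CellTiter-Fluor fluorescence (Ex 405/Em 525) after 30 min, before the luciferase read.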
HepG2 viability – HepG2 cytotoxicity, counter-screen for TGF-b inhibitors; Potency, µM (series often up to 46.1 µM), for the others: top-dose activity change, negative = cytotoxicity, most hits filed as cytotoxic; hit rate 0.76% among 410,000; HepG2 CAGA-GFP viability, ATP luminescence, 18 h; AID 588856; note: potency is the fitted concentration of half-maximal effect; some results filed as inactive show a strong effect at the top dose
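HepG2 CAGA-GFP cells (1000/well, DMEM with 1% FBS) received compound, then TGF-beta at 500 pg/mL final, and were incubated 18 hours at 37 degrees C. Viability was read by CellTiter-Glo luminescence. Media-only wells were set as complete cell-killing and DMSO as no toxicity.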
CCT chaperon mod – cytosolic chaperonin activity modulation; purified chaperonin ATPase assay, HTRF ADP detection, 30 min; activity change, % (test concentration not listed), hits read low; hit rate 0.3% among 360,000; AID 651819; in the data active = activity change below about -30%; note: % is set by controls: 0 for no effect and ±100 for the full control effect
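We incubate TRiC, 40 or 20 nM final, with library compounds at 76 uM and 10 uM ATP for 30 min at 37 °C. ADP formed is detected with Transcreener HTRF reagents after 30 min at room temperature.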
Mm-Cpn inhibitor – blocks the Methanococcus maripaludis chaperonin Mm-Cpn; AID 504842; hit rate 0.031% among 330,000; Potency, µM (series often up to 76.9 µM), for inactives: at the top dose activity, negative = inhibition, usual class: inhibitors; purified Mm-Cpn ATPase, ADP Transcreener TR-FRET; note: potency is the fitted concentration of half-maximal effect; % is set by controls: 0 for no effect and ±100 for the full control effect; nearly all actives have a fitted effect of over 80% in size
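Compound-treated chaperonin, 25 nM final, turns over 10 uM ATP at 37°C for 30 min following a 10 min preincubation; ADP generated competes with ADP-d2 for Eu-cryptate antibody, lowering FRET.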
An asterisk follows results filed as active; i = inactive; ? = inconclusive; . = not tested or not shown; [ ] = dose if it differs, or a comment. Unless noted, calls come from the whole dose curve; as a rule, active = well fitted curve in the direction sought with a large enough effect; inconclusive = small, poorly fitted or top-dose-only effect, or another doubt; inactive = no such curve, though single readings can be large; an effect the other way counts as inactive or inconclusive.

structure	Nrf2 inh	TGFb inhibitor	Nrf2 ARE act	Abeta rescue	pAkt inh	A549 tox	HepG2 viability	CCT chaperon mod	Mm-Cpn inhibitor
C/C(Cl)=C/Cn1c(SCCN2CCOCC2)nc2c1c(=O)[nH]c(=O)n2C	29%	-6%	-0.9%	2%	i	-7%	-10%	-0.4	-2%
CSCCC(NC(=O)/C(=C/c1ccco1)NC(=O)c1ccc(Br)o1)C(=O)O (stereo unspecified)	7%	9%	0.3%	11%	i	-3%	3%	1.5	0%
Cc1ccc2cccc(Oc3ncnc4scc(-c5ccccc5)c34)c2n1	-18%	0%	0.4%	20%	i	9%	-1%	2.5	0%
CC(C)Cn1cc(NC(=O)N2CCN(c3cccc(C(F)(F)F)c3)CC2)c2ccccc2c1=O	-17%	-27%	-0.5%	-11%	.	-5%	-44%	.	.
c1ccc(-c2n[nH]c(-c3ccccc3)c2-c2nc3ccccc3[nH]2)cc1	?	0%	0.3%	-1%	i	-8%	-21%	-1.6	-2%
O=NN(C(=O)NCc1cccnc1)C1CCCCC1	.	21%	-0.6%	-10%	.	.	-4%	-2.2	.
Cc1csc(NC(=O)c2cc(-c3ccco3)nc3ccccc23)n1	10%	-18%	4µM*	-5%	i	3%	5%	-0.8	4%
O=C(c1cccs1)N1N=C(c2ccc(O)cc2)CC1c1ccccc1 (stereo unspecified)	7%	-4%	2.6%	-2%	i	0%	9%	-0.9	-28%
CCOc1ccc(CNC(=O)C2CCN(S(=O)(=O)c3c(C)noc3/C=C/c3ccc(C)cc3)CC2)cc1OC	.	-4%	3.2%	1%	.	12%	1%	.	.
O=C(O)c1ccc2[nH]c3c(c2c1)CCCC3	-19%	-5%	-1.1%[9.22 µM]	-60%[inhibitor]	i	5%	4%	-0.8	-1%
Cc1ccc(O)c(C(=O)c2cc(C#N)c(=O)n(-c3nccs3)c2)c1	?	-3%	3.4%	3%	i	-7%	-29%	0.8	-2%
Cc1ccc(C(=O)COC(=O)CCC(=O)Nc2cccc(Cl)c2)cc1[N+](=O)[O-]	.	2%	-0.1%	-5%	i	-12%	-1%	-1.0	4%
Cc1cccnc1C(NC(=O)C1CCN(Cc2ccc(Cl)cc2)CC1)c1ccccc1 (stereo unspecified)	.	16%	0.2%[9.22 µM]	22%	i	.	-18%	-0.4	.
CCOc1ccc(C2CC(=O)Nc3nc(SCc4ccccc4C)[nH]c(=O)c32)cc1OC (stereo unspecified)	-8%	?	1.1%	-12%	.	-1%	-46%	.	.
COc1ccccc1C(=O)COC(=O)c1ccccc1OCC(=O)Nc1ccc(SC(F)F)cc1	?	0%	3.4%	1%	i	-8%	-4%	-0.2	-10%
COc1ccccc1CNC(=O)CCCn1nc(C)n2ccnc2c1=O	-16%	-10%	0.3%	9%	i	4%	0%	-0.3	0%
CCCCC[C@@H]1CCCCC[C@@H](O)C[C@H](O)[C@H](O)/C=C/C(=O)O1	.	.	-0.9%	-2%	i	.	.	-1.0	.
O=C(NCCc1ccccc1)C(c1ccncc1)N(C(=O)c1csnn1)C1CC1 (stereo unspecified)	17%	0%	-0.4%	11%	i	-2%	-14%	-1.4	0%
COc1ccc(CN(C)C(=O)c2cccc(NS(=O)(=O)c3ccccc3)c2)cc1F	-19%	-6%	3.2%	-10%	i	0%	-13%	-3.0	1%
CCCCCCCCCOC(=O)CNc1nc(C#N)nc(NCC(=O)OCCCCCCCCC)n1	-8%	7%	.	.	.	-2%	17%	.	.
CN(Cc1ncc[nH]1)Cc1cn(-c2ccccc2)nc1-c1ccc2c(c1)OCO2	1%	0%	0.0%	-12%	i	-4%	-17%	0.0	-3%
CCCOc1ccc(C(=O)NCc2cccnc2)cc1	3%	18%	0.0%	-1%	i	-2%	-10%	0.5	0%
O=C(Nc1ccc2c(c1)OCO2)C1Cc2c(-c3ccc4c(c3)OCO4)ccnc2O1 (stereo unspecified)	.	?	0.7%	-15%	i	.	-42%	-2.2	.
CCOC(=O)c1cccc(NC(=O)c2ncoc2-c2ccco2)c1	.	-9%	2.9%	-19%	.	6%	-26%	.	.
COC(=O)c1nn(-c2ccc3c(c2)OCO3)cc1O	?	11%	-1.1%	-25%	i	-7%	-13%	-0.3	0%
CC1Cc2nc(SCC(=O)OCc3ccccc3)n(C)c(=O)c2S1 (stereo unspecified)	8%	0%	3.3%	-22%	i	14%	-12%	-3.2	-2%
COc1ccc(S(=O)(=O)N(C)C)cc1NC(=O)CSc1nnc(-c2cccnc2)o1	16%	8%	-0.3%	0%	i	0%	-5%	-3.8	0%
O=C(COC(=O)c1ccc2ncsc2c1)NC(=O)c1ccccc1	7%	-2%	0.2%	-1%	i	0%	-27%	-1.1	-20%
CC1CCN(c2nc3ccc(C(=O)NCc4ccc(Cl)cc4)cc3s2)CC1	?	-6%	-0.7%	2%	.	6%	-4%	.	.
Cc1ccc(N(CC(=O)NCc2ccc(F)cc2)C(=O)CCC(=O)Nc2ccccn2)cc1C	-8%	-16%	-0.3%	-10%	i	-8%	-34%	-1.1	0%

Brought forward from above: 2 entries, followed by the next part.
structure	Nrf2 inh	TGFb inhibitor	Nrf2 ARE act	Abeta rescue	pAkt inh	A549 tox	HepG2 viability	CCT chaperon mod	Mm-Cpn inhibitor
CC1CCN(c2nc3ccc(C(=O)NCc4ccc(Cl)cc4)cc3s2)CC1	?	-6%	-0.7%	2%	.	6%	-4%	.	.
Cc1ccc(N(CC(=O)NCc2ccc(F)cc2)C(=O)CCC(=O)Nc2ccccn2)cc1C	-8%	-16%	-0.3%	-10%	i	-8%	-34%	-1.1	0%
CCCCn1c(CCn2nc(C)c(Br)c2C)n[nH]c1=S	.	22%	-0.8%	8%	i	-2%	-2%	-0.1	0%
Cc1cc(C(=O)N2CCN(CCc3ccccc3)CC2)no1	.	-23%	-0.3%	27%	.	0%	9%	-3.0	1%
O=[N+]([O-])c1ccc(-c2nc(NCc3cccnc3)c3ccccc3n2)cc1	-6%	15%	2.0%	0%	i	-1%	13%	-1.7	-3%
CCOC(=O)N1CCN(C(=O)c2ccc3c(=O)n(-c4ccc(OC)cc4)c(=S)[nH]c3c2)CC1	-20%	1%	0.6%	-11%	i	-12%	-17%	-2.9	1%
C=CCNC(=O)C(C#N)c1nc2ccccc2nc1N1CCCCCC1 (stereo unspecified)	?	-1%	12%	-3%	.	2%	-37%	-3.3	-13%
CC1(C)CC(=O)C=C(Nc2ccc(C(=O)O)c(O)c2)C1	24%	-1%	0.1%	6%	i	-2%	6%	1.8	-5%
O=C(COC(=O)Cc1ccsc1)Nc1cccc(Cl)c1	-2%	5%	-0.6%	?	i	-4%	-1%	-1.9	5%
O=C(Nc1cnn(Cc2ccc(F)cc2)c1)c1cc(-c2ccco2)on1	-1%	4%	6.9%	8%	i	5%	-6%	-0.9	0%
COc1ccccc1-c1ccc2nnc(SCC(=O)N3CCCC3)n2n1	7%	-2%	0.8%	-19%	i	2%	-6%	-0.5	1%
C/C(=N\NC(=O)c1ccccc1)c1c(C)[nH]n(-c2ccccc2)c1=O	?	?	-0.3%	-1%	i	-14%	-42%	-1.5	0%
Cc1ccccc1NC(=O)Cc1cn(C)c2ccccc12	-30%	0%	0.6%	22%	i	?	-9%	0.7	2%
Cc1ccc(NC(=O)C2C(c3ccccc3)C2(Cl)Cl)c(C)c1 (stereo unspecified)	-23%	-13%	0.7%	-21%	i	-11%	-26%	0.2	-9%
COCCNC(=O)C1CCCN(C(=O)c2cc(C)nn2C(C)(C)C)CC1 (stereo unspecified)	.	38%[activator]	-0.6%	-3%	i	.	3%	1.0	.
COc1ccccc1CN1CCSCC1	2%	27%	0.1%	0%	i	-3%	-12%	-2.5	-1%
Cc1cnc(C(=O)N(c2ccc(N3CCOCC3)cc2)C2C(=O)Nc3ccccc3N=C2c2ccc3c(c2)OCO3)cn1 (stereo unspecified)	.	-14%	0.2%	-13%	i	.	-8%	-1.6	.
COc1cccc(NS(=O)(=O)c2ccc3c(c2)NC(=O)C(C)C(=O)N3)c1 (stereo unspecified)	-6%	7%	-0.4%	3%	i	-7%	-20%	-0.7	1%
Cc1cc(OCC(=O)c2ccc(F)cc2)ccc1N1C(=O)CCC1=O	.	13%	-0.3%	17%[9.22 µM]	i	1%	7%	-0.1	1%
COc1ccc(NC(=O)Cn2c(=O)n(-c3ccccc3)c(=O)c3ccc(C(=O)NCc4ccc5c(c4)OCO5)cc32)cc1	-30%	0%	-0.4%	-22%	.	2%	-17%	.	.
C[C@H]1CN([C@@H](C)CO)C(=O)c2cccc(NC(=O)Nc3ccc(C(F)(F)F)cc3)c2O[C@@H]1CN(C)S(=O)(=O)c1ccccc1	?	?	-3.2%	-10%	i	?	-58%	1.8	2%
O=C(C1CCC(CNS(=O)(=O)c2ccccc2)CC1)N1CCCCC1 (stereo unspecified)	?	?	2.6%	-6%	i	-3%	-23%	-1.2	2%
Cc1cc(C)c(/C=C(\C#N)C(N)=S)c(C)c1	4%	-19%	0.8%	22%	i	1%	-28%	0.0	1%

Rows were taken by chance (roughly 4.3% active in at least one column).
